Screening data from PubChem BioAssay.
PAD4 inh – human PAD4 inhibitors, primary screen, biochemical, fluorescence polarization, 1536-well format. Protein-arginine deiminase type-4 (Homo sapiens), Q9UM07. recombinant PAD4, RCA probe fluorescence polarization. inhibition, % at 6.36 µM. actives 0.41% (n = 330,000). AID 485272, 2010;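 active means percent inhibition above a cutoff equal to the mean of all tested compounds plus 3 SD, cut at about 15% in these data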;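 further: 0% = PAD4 with RCA probe and DMSO and 100% = probe without PAD4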
LYPLA1 counter – LYPLA1 inhibitors, primary screen, counter-screen for PME1 inhibitor project, biochemical, fluorescence polarization, FP-Rh probe ABPP. recombinant LYPLA1. inhibition, % at 5.9 µM. actives 0.16% (n = 320,000). AID 2174, 2009;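 active means inhibition above the mean of all tested compounds plus 3 SD, set per campaign, cut at about 14% in these data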;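 further: inhibitors block serine hydrolase probe labeling of LYPLA1 so polarization falls; 0% = enzyme with DMSO and 100% = wells lacking LYPLA1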
Target sequence (O75608 whole entry, looked up): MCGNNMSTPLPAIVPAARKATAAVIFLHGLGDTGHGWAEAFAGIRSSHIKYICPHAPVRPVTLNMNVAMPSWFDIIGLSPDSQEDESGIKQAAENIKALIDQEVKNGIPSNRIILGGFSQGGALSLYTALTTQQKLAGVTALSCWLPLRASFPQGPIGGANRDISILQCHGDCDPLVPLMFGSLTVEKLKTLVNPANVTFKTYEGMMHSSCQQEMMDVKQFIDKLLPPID
PME-1 primary – PME-1 inhibitors via competitive probe labeling, primary screen, biochemical, fluorescence polarization, FP-Rh probe, HTS. actives 0.53% (n = 320,000). inhibition, % at 5.9 µM. AID 2130, 2009. Protein phosphatase methylesterase 1 (Homo sapiens), Q9Y570. recombinant PME-1;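 active means inhibition above the campaign mean of all compounds plus 3 SD, cut at about 26% in these data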;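 further: competitive labeling of PME-1 active site by serine hydrolase directed probe; 0% = PME-1 with DMSO and 100% = wells lacking PME-1 enzyme; inhibitors block probe labeling so polarization falls and inhibition rises; many of its hits are not listed in these tables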
Target sequence (Q9Y570 whole entry, looked up): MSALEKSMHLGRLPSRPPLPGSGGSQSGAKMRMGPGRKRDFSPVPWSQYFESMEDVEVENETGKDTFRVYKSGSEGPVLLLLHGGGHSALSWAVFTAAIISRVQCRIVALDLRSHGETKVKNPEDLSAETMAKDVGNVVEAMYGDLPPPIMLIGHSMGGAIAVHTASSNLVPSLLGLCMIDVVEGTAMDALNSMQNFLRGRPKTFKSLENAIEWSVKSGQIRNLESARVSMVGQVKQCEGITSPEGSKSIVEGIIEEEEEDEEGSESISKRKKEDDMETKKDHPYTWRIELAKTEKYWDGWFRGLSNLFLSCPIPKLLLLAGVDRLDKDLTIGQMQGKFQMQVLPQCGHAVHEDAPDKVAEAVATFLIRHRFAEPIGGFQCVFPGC
GSTO1 inh – inhibitors of recombinant GSTO1, primary screen, counter-screen for RBBP9 inhibitor project, biochemical, fluorescence polarization | Glutathione S-transferase omega-1 (Homo sapiens), P78417 | activity-based probe fluorescence polarization | inhibition, % at 5.96 µM | actives 1.1% (n = 300,000) | AID 1974, 2009;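 active means inhibition above the campaign mean inhibition plus 3 SD, cut at about 35% in these data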;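 further: 0% = GSTO1-1 with DMSO and 100% = wells lacking GSTO1-1 enzyme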
PAFAH1B2 inh – PAFAH1B2 enzyme inhibitors, primary screen, biochemical, fluorescence polarization, human | Platelet-activating factor acetylhydrolase IB subunit alpha2 (Homo sapiens), P68402 | recombinant PAFAH1B2, FP-rhodamine activity probe | inhibition, % at 3.39 µM | actives 1.2% (n = 340,000);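 active means inhibition above the mean of all tested compounds plus 3 SD, cut at about 24% in these data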;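 further: 0% = enzyme with DMSO and 100% = wells lacking PAFAH1B2; many of its hits are not listed in these tables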
PAFAH2 inh – PAFAH2 enzyme inhibitors, primary screen, biochemical, fluorescence polarization, human | Platelet-activating factor acetylhydrolase 2, cytoplasmic (Homo sapiens), Q99487 | recombinant PAFAH2, FP-rhodamine activity probe | inhibition, % at 3.39 µM | actives 0.99% (n = 340,000);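 active means inhibition above the mean over all tested compounds plus 3 SD, cut at about 30% in these data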;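 further: inhibitors block probe labeling of enzyme so polarization drops; 0% = enzyme with DMSO and 100% = wells lacking PAFAH2 protein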
pPAFAH inh – pPAFAH enzyme inhibitors, primary screen, biochemical, fluorescence polarization, human | Platelet-activating factor acetylhydrolase (Homo sapiens), Q13093 | recombinant pPAFAH, FP-rhodamine probe fluorescence polarization | inhibition, % at 3.39 µM | actives 1.5% (n = 330,000) | AID 463082, 2010;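 active means inhibition above the mean inhibition across the screen plus 3 SD, cut at about 25% in these data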;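 further: inhibitors block binding of the rhodamine activity-based probe so polarization drops; 0% = enzyme with DMSO and 100% = wells lacking pPAFAH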
Target sequence (Q13093 whole entry, looked up): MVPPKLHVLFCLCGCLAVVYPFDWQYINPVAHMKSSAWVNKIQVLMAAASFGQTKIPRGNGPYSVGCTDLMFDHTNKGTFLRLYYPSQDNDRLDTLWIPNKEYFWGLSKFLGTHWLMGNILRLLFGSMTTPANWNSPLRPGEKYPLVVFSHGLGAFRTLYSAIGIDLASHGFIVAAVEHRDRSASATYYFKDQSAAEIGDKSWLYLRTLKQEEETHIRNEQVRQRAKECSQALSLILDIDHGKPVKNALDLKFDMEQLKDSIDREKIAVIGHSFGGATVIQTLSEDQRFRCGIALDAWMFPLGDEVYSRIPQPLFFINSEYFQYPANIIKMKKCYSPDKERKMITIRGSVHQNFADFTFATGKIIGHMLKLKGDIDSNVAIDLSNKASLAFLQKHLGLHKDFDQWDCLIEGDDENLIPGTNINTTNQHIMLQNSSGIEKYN
PAFAH1B3 inh – PAFAH1B3 enzyme inhibitors, primary screen, biochemical, fluorescence polarization, human; recombinant PAFAH1B3, FP-rhodamine probe; inhibition, % at 3.39 µM; actives 0.28% (n = 340,000);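 active means inhibition above the screen-wide average of all tested compounds plus 3 SD, cut at about 25% in these data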;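 further: 0% = enzyme with DMSO only and 100% = wells lacking PAFAH1B3 protein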
LYPLA2 counter – LYPLA2 inhibitors, primary screen, counter-screen for PME1 inhibitor project, biochemical, fluorescence polarization, FP-Rh probe ABPP; recombinant LYPLA2; Acyl-protein thioesterase 2 (Homo sapiens), O95372; inhibition, % at 5.9 µM; AID 2177, 2009; actives 0.38% (n = 320,000);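 active means inhibition above the screen-wide mean plus 3 SD, limit set per campaign, cut at about 26% in these data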;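 further: 0% = LYPLA2 with DMSO and 100% = wells lacking LYPLA2 enzyme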
* = called active by the depositor; nt = not tested or not shown. Not all compounds are listed, so the mix of outcomes need not match the whole.

SMILES	PAD4 inh	LYPLA1 counter	PME-1 primary	GSTO1 inh	PAFAH1B2 inh	PAFAH2 inh	pPAFAH inh	PAFAH1B3 inh	LYPLA2 counter
Cc1nc2ccc(S(=O)(=O)NCC(=O)N3CCc4ccccc43)cc2s1	0	7	1	3	-2	-3	2	2	12
COc1cc(/C=C(\C#N)C(=O)NC2CCCCC2C)ccc1OS(=O)(=O)c1ccc(C)cc1 (stereo not given)	-1	-28	-34	-14	-2	-11	2	8	-49
C=CCS/C(=N\n1cnc2ccccc2c1=O)N1CCCCC1	0	0	-1	-6	2	-2	1	4	4
CC(=O)Nc1nc(CC(=O)c2ccccc2)cs1	-5	0	5	5	7	-1	-3	-4	1
CC(C)(C)C(=O)Nc1ccccc1C(=O)Nc1ccccn1	-1	-1	-7	2	0	-5	2	0	2
Cc1ccc(C(=O)Oc2cc(C)n(C)c(=O)c2)cc1	-1	3	3	-3	-1	6	4	-6	6
O=C(NCC1CCCCN1)c1cc(OCC(F)(F)F)ccc1OCC(F)(F)F (stereo not given)	-3	-1	-9	5	1	4	-1	3	-4
CCOC(=O)C[C@H]1c2ccccc2S(=O)(=O)N1c1ccccc1	-3	1	4	-4	11	-6	6	4	7
CC(OC(=O)c1cccc(-n2cnnn2)c1)C(=O)NC1(C#N)CCCCC1 (stereo not given)	-2	0	-1	nt	0	-4	2	1	-1
O=C(CCCN1C(=O)c2ccccc2C1=O)N1CCN(c2ccccn2)CC1	-1	9	-2	8	1	2	4	-3	9
CSc1nc2c(cnn2-c2ccc(C)c(C)c2)c(=O)[nH]1	6	-2	1	-1	-1	5	-6	-2	0
Cc1cccc(N(CC(=O)NCCc2ccccc2)C(=O)c2csnn2)c1	-2	1	-1	4	8	6	0	10	5
O=C(c1cc(COc2ccc(F)cc2Cl)on1)N(CCO)Cc1cccs1	6	4	1	0	0	3	2	9	8
Cc1ccc(-c2cc(C(=O)OCC(=O)N(C)C3CCS(=O)(=O)C3)c3ccccc3n2)o1 (stereo not given)	1	3	-5	7	6	-3	0	0	-1
O=C(NCCc1ccccn1)c1c(-c2ccccc2)sc2ccccc12	-3	nt	nt	nt	-2	4	2	0	nt
COc1cc(C(=O)NNC2=CC(=O)CC(C)(C)C2)cc(OC)c1OC	-1	-2	-4	0	3	9	4	5	0
Cc1ccc(C(=O)NNC(=O)c2cc(OCC(F)(F)F)ccc2OCC(F)(F)F)cc1	6	1	-2	3	7	2	5	12	4
COc1ccc(CCNS(=O)(=O)c2ccc([N+](=O)[O-])cc2)cc1OC	-3	-4	1	0	-1	-8	4	0	-5
O=C(CN1C(=O)NC(Cc2ccccc2)C1=O)Nc1ccccc1OC(F)F (stereo not given)	-3	3	2	-4	1	-1	3	8	1
CC1=CC(c2ccccc2)n2nc(N3C(=O)c4ccccc4C3=O)nc2N1 (stereo not given)	0	3	-2	-4	7	6	7	9	5
O=C(c1ccc2c(c1)OCO2)C1CCCN(Cc2ccc3nsnc3c2)C1 (stereo not given)	2	5	3	-1	1	-3	11	6	2
COc1ccccc1CNC(=O)CCNS(=O)(=O)c1ccc2[nH]c(=O)oc2c1	0	2	2	5	0	-2	3	2	-1
COc1ccccc1/C=C/C=N/NC(=O)c1ccc2nc[nH]c2c1	1	-5	-11	-4	nt	nt	2	nt	-5
CO/N=C/NC(=O)C1=NOC(CNc2ncc(C(F)(F)F)cc2Cl)C1 (stereo not given)	2	3	1	9	6	6	0	1	7
Cc1c(-c2cccc(Cl)c2)nc2ccccc2c1C(=O)OC/C(O)=C(\C#N)c1nc2ccccc2[nH]1	-3	-2	1	9	-3	-8	15	2	3

The list goes on:
SMILES	PAD4 inh	LYPLA1 counter	PME-1 primary	GSTO1 inh	PAFAH1B2 inh	PAFAH2 inh	pPAFAH inh	PAFAH1B3 inh	LYPLA2 counter
CCOc1cccc(-c2nnc3sc(COc4ccc(Cl)cc4)nn23)c1	-2	-2	0	2	-3	0	-3	2	0
C/C(CC(=O)NCCCN1CCOCC1)=N\NC(=O)COc1cccc2ccccc12	2	-2	0	9	0	16	3	7	-4
CC1CCCN(CC(O)COCc2ccc3c(c2)OCO3)C1 (stereo not given)	-4	0	-1	5	2	5	1	3	-2
O=C(Nc1ccc(N2CCN(C(=O)c3cccs3)CC2)cc1)c1ccccc1Cl	-1	2	2	-6	3	-7	2	7	41*
CC1Cc2ccccc2N1C(=O)Cn1cnc2c1c(=O)n(C)c(=O)n2C (stereo not given)	3	-4	-4	-6	8	1	-5	2	2
COc1cc(N2CCCC2)c(OC)cc1/C=C(/C#N)c1cccc(F)c1	-6	1	6	11	1	-6	9	-10	2
Cc1cc2nc(-c3ccc(SCc4ccccn4)nc3)[nH]c2cc1C	-3	-13	-43	-7	7	-3	2	-1	-14
CCCCn1c(N)c(N(CC)C(=O)c2cc(Br)ccc2Cl)c(=O)[nH]c1=O	3	4	7	11	0	-2	0	7	12
COc1cc(CC(=O)NCC2CCCCC2)cc(OC)c1OC	0	8	4	-1	2	4	10	9	6
O=C(Nc1ccc(N2CCOCC2)c(S(=O)(=O)Nc2cc(Cl)ccc2Cl)c1)c1cccnc1	-5	-2	12	5	2	10	10	1	-5
COC(=O)c1cc(=O)n2c(sc3ccccc32)c1C#N	0	3	2	-6	0	2	1	9	2
Oc1ccc(C[C@H]2CNCCN2CC2CCCCC2)cc1	-2	-3	-5	5	1	0	5	4	-4
O=C(O)CCCC(=O)N1CCN(c2nc(-c3ccccc3Cl)c3cc(Br)ccc3n2)CC1	7	-5	1	8	1	0	28*	-2	10
CCc1ccc(C(=O)CN2C(=O)NC3(CCOc4ccccc43)C2=O)s1 (stereo not given)	-2	-2	6	nt	4	0	-4	7	0
Cc1ccc(S(=O)(=O)CCc2nc3ccccc3s2)cc1C	-2	0	-1	-2	19	4	-7	5	-6
NS(=O)(=O)c1cccc(NC(=O)c2cc3ccccc3o2)c1	-4	-4	-10	-5	5	12	-1	4	-5
COCCSc1nnc(NC(=O)Cc2ccc(OC)c(OC)c2)s1	6	4	0	0	-2	2	2	0	7
O=S(=O)(/C=C/c1ccccc1)N1CCN(Cc2ccc3c(c2)OCO3)CC1	7	-3	-3	3	0	11	-3	18	-4
COc1ccccc1CNC(=O)C(Cc1ccccc1)NC(=O)c1ccccc1 (stereo not given)	-3	nt	nt	nt	4	1	3	5	nt
O=C(CNC(=O)c1ccc2c(c1)OCO2)NCc1cccs1	-1	nt	nt	nt	3	-1	3	11	nt
CC1CC1C(=O)N(CCC1=CCCCC1)c1c(N)n(Cc2ccccc2)c(=O)[nH]c1=O (stereo not given)	-4	-7	1	2	-4	8	5	3	2
Cc1ccc(C)c(S(=O)(=O)N2CCN(C(=O)CCC(=O)NCc3ccc(Cl)cc3)CC2)c1	2	0	7	nt	9	6	1	1	1
CC(CCC(C)OC(=O)c1ccccc1C(=O)O)OC(=O)c1ccccc1C(=O)O (stereo not given)	-4	4	0	1	15	19	5	15	4
COc1cc(NC(=O)c2ccc3c(c2)OCCO3)ccc1NC(=O)c1cccs1	-1	-3	2	4	-1	2	5	0	2
CCOC(=O)CSc1nc(C(C)C)nc2sc(C)c(C)c12	2	-3	0	0	4	3	2	-2	-7

(next part)
SMILES	PAD4 inh	LYPLA1 counter	PME-1 primary	GSTO1 inh	PAFAH1B2 inh	PAFAH2 inh	pPAFAH inh	PAFAH1B3 inh	LYPLA2 counter
Cc1nonc1CC(=O)N1CCCC(C(=O)c2ccc(Cl)cc2)C1 (stereo not given)	-1	-1	0	-3	5	-2	0	-3	-2
COc1ccc2c(CC(=O)Nc3nccs3)coc2c1	-2	-1	-5	-1	0	5	-5	1	-6
N#CCCn1[nH]c(-c2ccccc2)cc1=O	51*	-2	2	39*	2	-1	6	-3	-2
COc1ccc(-c2csc(NC(=O)CSc3n[nH]c(C)n3)n2)cc1	0	-4	-2	7	4	9	1	5	-9
COc1ccc(NC(=O)COC(=O)C2CC3C=CC2C3)cc1 (stereo not given)	0	4	-2	0	1	13	11	3	7
CC(=O)Nc1ccc(C(=O)OCC(=O)N(C)C2CCCCC2)cc1	1	-3	6	-1	2	32*	-7	-1	-10
COc1ccc(OCCn2ccnc2C)cc1	-5	-1	2	-5	0	8	5	0	0
COc1ccc(NC(=O)C(=O)NCCN2CCN(C(=O)c3cccc(Br)c3)CC2)cc1	-4	4	9	2	1	7	2	8	24
C[C@H](CO)N1C[C@H](C)[C@@H](CN(C)S(=O)(=O)c2cn(C)cn2)Oc2ccc(NC(=O)Nc3ccc4c(c3)OCO4)cc2C1=O	-3	nt	nt	nt	1	-12	14	6	nt
O=S(=O)(NCC1CCCO1)c1ccc2oc3ccc(S(=O)(=O)NCC4CCCO4)cc3c2c1 (stereo not given)	-2	2	5	0	3	-2	1	4	1
COc1cc(C(=O)Nc2cc(-c3nc4cc(C)ccc4o3)ccc2C)cc(OC)c1OC	2	-7	2	13	0	-2	-4	0	-3
Cc1nnc(C)n1/N=C/c1c(O)ccc2ccccc12	-5	-3	0	33	5	12	3	3	4
COc1ccc(CN(C)C(C)C(=O)Nc2ccc(S(=O)(=O)N3CCCCC3)cc2)cc1F (stereo not given)	-2	-3	0	nt	-4	-4	5	8	-2
O=Cc1cc2ccccc2nc1SCc1ccc(Cl)c(Cl)c1	-6	1	0	4	-3	-11	0	-10	-2
CC(C)(/C=N/O)/[N+]([O-])=C/c1ccccc1C(F)(F)F	2	-1	0	6	3	-6	0	-2	-2
CSCC[C@H](NC(=O)[C@@H]1Cc2ccccc2CN1)C(=O)Nc1ccc2c(c1)OCO2	-8	1	4	14	6	6	10	0	12
CCOc1cccc(NC(=O)C2CCCN(S(=O)(=O)c3ccc(-n4cnnn4)cc3)C2)c1 (stereo not given)	-3	2	-4	-6	-2	-3	4	2	0
CN(C)c1ccc(/C=N/NC(=O)CN2CCN(c3ccc(F)cc3)CC2)cc1	-3	0	-4	7	nt	nt	1	nt	-3
N#Cc1ccc(OCC(=O)NCC2(N3CCCCC3)CCCCC2)cc1	-3	-3	0	-5	1	-1	-1	8	-1
COc1ccc(S(=O)(=O)Nc2c(O)c3ccccc3oc2=O)cc1	3	1	-6	6	2	10	-4	8	6
C[C@@H]1CCC[C@]2(O[C@@H](CCO)C[C@@H](O)[C@@H]2O)O1	0	-5	1	-5	0	5	0	-8	-1
CCOc1cc(/C=C2\NC(=S)N(c3c(C)n(C)n(-c4ccccc4)c3=O)C2=O)ccc1O	-7	-5	-10	-3	-2	-2	3	-2	-5
